Compound activity from PubChem BioAssay.
HEK293 tox: HEK 293 cell cytotoxicity. HEK 293 viability, ATP luminescence (CellTiter-Glo), 48-72 h. Potency, µM (top dose mostly 115 µM), inactives show at the highest dose activity change, negative = cytotoxicity, actives largely listed as inhibitors. 6.6% of 94,000 active. AID 1345083; also: potency is read from the fitted curve at half-maximal effect; nearly all actives have a fitted effect of over 60% in size
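qHTS cytotoxicity; HEK 293, 250 cells/well; compound pinned; 48 or 72 hr, 37 degree Celsius, 5% CO2, 95% humidity; CellTiter-Glo, 10 min RT; luminescence (ATP).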
IP6K1 inh: inhibitors of human IP6K1. Q92551. IP6K1 kinase, ADP-Glo luminescence, 2 h; active compounds read low. activity change, % (series mostly up to about 58 µM). 0.81% of 140,000 active. AID 1645851; in the data active = activity change below about -25%
Target sequence (Q92551 whole entry, looked up): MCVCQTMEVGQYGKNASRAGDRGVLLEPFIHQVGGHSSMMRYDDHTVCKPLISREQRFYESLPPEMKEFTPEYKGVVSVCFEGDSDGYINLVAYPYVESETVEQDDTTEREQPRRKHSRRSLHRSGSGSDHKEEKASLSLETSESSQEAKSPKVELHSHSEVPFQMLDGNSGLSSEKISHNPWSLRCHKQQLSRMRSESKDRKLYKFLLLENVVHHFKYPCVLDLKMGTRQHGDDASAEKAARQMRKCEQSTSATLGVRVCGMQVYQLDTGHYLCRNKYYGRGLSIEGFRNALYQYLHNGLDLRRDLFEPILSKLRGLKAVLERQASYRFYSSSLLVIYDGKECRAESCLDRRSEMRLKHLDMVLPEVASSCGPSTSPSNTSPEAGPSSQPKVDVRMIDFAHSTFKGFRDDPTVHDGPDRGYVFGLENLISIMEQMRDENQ
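ADP-Glo luminescence measures ADP made by human IP6K1 during a 2 h RT reaction with ATP/IP6 (mix at 1.3 mM/130 uM); top library doses 57.5 and 19.1 uM final.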
SNCA expr inh: reduces expression of the alpha-synuclein gene; AID 1671194; HEK-293 SNCA-luciferase knock-in, luminescence, 24 h; 0.17% of 140,000 active; Potency, µM (series often up to 57.2 µM), for inactives: top-dose activity change, negative = inhibition, usual class: inhibitors;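 also: potency is read from the fitted curve at half-maximal effect; plate controls were DMSO cells for no effect and cell-free wells for full effect; nearly all actives have a fitted effect of over 45% in size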
SNCA viab count: reduces viability of HEK-293 SNCA reporter cells; 0.12% of 150,000 active; HEK-293-SNCA-luc viability, GF-AFC fluorescence, 24 h; Potency, µM (doses to about 57.1 µM), inactives show at the top dose activity change, negative = cytotoxicity, actives largely listed as cytotoxic; AID 1671193;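 also: potency is read from the fitted curve at half-maximal effect; 0% = DMSO-treated cells and -100% = medium-only wells without cells; nearly all actives have a fitted effect of over 30% in size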
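Cytotoxicity counterscreen: after 24 h compound treatment of genome-edited SNCA-luciferase HEK-293 cells, live-cell protease substrate GF-AFC read by fluorescence after 30 min; activity scaled between DMSO (0%) and medium-only (-100%), curves Hill-fitted.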
Luciferase inh: Photinus pyralis luciferase inhibition; P08659; purified P. pyralis luciferase, luminescence, biochemical; Potency, µM (doses to about 115 µM), for the others: at the top dose activity change, negative = inhibition, actives largely listed as inhibitors; 2.5% of 76,000 active; AID 1347043; also: potency is read from the fitted curve at half-maximal effect; nearly all actives have a fitted effect of over 65% in size
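FLuc 10nM, D-luciferin 10uM, ATP 10uM, Mg acetate 10mM, Tris acetate pH 7.5, Tween/BSA; cpd qHTS; enzyme added last; CCD luminescence.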
GPT2 inhibitor: GPT2 alanine aminotransferase inhibition; Q8TD30; Recombinant GPT2, coupled pyruvate oxidase/HRP Amplex Red fluorescence; Potency, µM (series often up to 57.7 µM), inactives show at the top dose activity change, negative = inhibition, actives largely listed as inhibitors; 0.25% of 100,000 active; also: potency is read from the fitted curve at half-maximal effect; nearly all actives have a fitted effect of over 60% in size; many of its hits are not listed in these tables
Target sequence (Q8TD30 whole entry, looked up): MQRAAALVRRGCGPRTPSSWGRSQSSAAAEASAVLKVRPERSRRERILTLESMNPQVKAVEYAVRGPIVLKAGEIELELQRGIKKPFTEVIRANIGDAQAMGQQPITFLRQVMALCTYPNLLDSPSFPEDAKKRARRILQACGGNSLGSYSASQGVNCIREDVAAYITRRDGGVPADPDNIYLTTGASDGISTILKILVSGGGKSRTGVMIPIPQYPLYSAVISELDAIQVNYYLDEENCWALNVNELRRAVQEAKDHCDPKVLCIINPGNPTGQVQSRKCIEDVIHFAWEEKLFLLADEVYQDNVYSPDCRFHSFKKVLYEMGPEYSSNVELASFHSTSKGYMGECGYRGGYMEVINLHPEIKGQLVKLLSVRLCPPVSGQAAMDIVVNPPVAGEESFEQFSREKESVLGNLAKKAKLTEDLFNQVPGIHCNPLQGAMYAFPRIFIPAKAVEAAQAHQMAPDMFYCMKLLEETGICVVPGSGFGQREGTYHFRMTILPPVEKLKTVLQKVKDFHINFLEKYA
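GPT2 10ng/uL, a-KG 250uM, L-Ala 2mM, HEPES pH7.5 + 0.0001% Tween; 30 min RT. Then Amplex mix (PO/HRP/ThPP), 30 min RT dark, fluorescence. AOA 50uM used as positive control.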
NIH3T3 tox: cytotoxic compounds in NIH 3T3 cells | NIH 3T3 viability, CellTiter-Glo ATP luminescence, 48-72 h | Potency, µM (series often up to 96.7 µM), without a hit: top-dose activity change, negative = cytotoxicity, usual class: inhibitors | AID 1345082 | 4.3% of 94,000 active; also: potency is read from the fitted curve at half-maximal effect; nearly all actives have a fitted effect of over 55% in size
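ATP-dependent luminescence (CellTiter-Glo) served as the viability signal for NIH 3T3 cells treated with compound for 48 or 72 hr at 37 °C.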
* hit, by the source's call; i = inactive; u = inconclusive; x = no result given; [ ] = remark or other dose. Unless noted, calls follow the shape of the dose curve; as a rule, active = well fitted curve in the direction sought with a large enough effect; inconclusive = small, poorly fitted or top-dose-only effect, or another doubt; inactive = no such curve, though single readings can be large; an effect the other way counts as inactive or inconclusive. Unless noted, % is scaled to controls: 0 for no effect and ±100 for the full control effect. This is a subset. The share of hits here may be higher or lower than overall.

Every second line gives: HEK293 tox, IP6K1 inh, SNCA expr inh, SNCA viab count, Luciferase inh, GPT2 inhibitor, NIH3T3 tox
- COc1cc(C)ccc1S(=O)(=O)NCC1CNCCOC1 (centres undefined)
    -9%, -5, u, -3%, -4%, 4%, i
- COc1cccc(NS(=O)(=O)c2ccc3c(c2)CCCN3C(=O)C2CCC2)c1
    x, 19, u, -13%, x, x, x
- O=C(N[C@H]1CO[C@H]2[C@@H]1OC[C@@H]2n1nnnc1Oc1ccc(-n2ccnc2)cc1)c1ccc(C(F)(F)F)cc1
    35µM*, 1, -18%, -3%, -6%, i, -33%
- CC(=O)NC1CCCN(Cc2ccc(-c3cncnc3)cc2)C1 (centres undefined)
    -17%[172 µM], 4, 2%[87.6 µM], 3%[12.5 µM], x, i, -16%[138 µM]
- COCC(=O)Nc1cc(-c2ccncc2)nn1-c1ccccc1
    -10%[172 µM], -6, 21%[87.6 µM], 13%[87.6 µM], x, i, -25%[138 µM]
- COc1ccc(NC(=O)CSc2oc(-c3cccs3)nc2S(=O)(=O)c2ccccc2)c(OC)c1
    x, -11, -3%, u, x, x, x
- Cc1nn(-c2ccccc2)c2c1C(C)N(C1CN(C(=O)c3cccc(Cl)c3)C1)C2=O (centres undefined)
    u, 0, x, x, x, x, u
- COc1cc(NC(=O)CN2c3ccccc3S(=O)(=O)c3ccccc32)cc(OC)c1
    x, 2, -7%, -26%, x, x, x
- Cc1ccc(CN2C[C@H]3CN(C(=O)c4cccnc4)CCN3C2=O)cc1
    1%[172 µM], 7, 7%[87.6 µM], 4%[87.6 µM], -2%[172 µM], -8%[88.5 µM], -25%[138 µM]
- CC(C)(C)c1ccc2c(c1)N(CC(=O)NCCCN1CCN(c3ccccc3F)CC1)C(=O)CO2
    x, 8, 28%, -18%, x, x, x

(listing goes on)
Every second line gives: HEK293 tox, IP6K1 inh, SNCA expr inh, SNCA viab count, Luciferase inh, GPT2 inhibitor, NIH3T3 tox
- O=C(Cc1cccs1)N1CCC(n2cc(-c3nc(-c4ccccc4)no3)nn2)C1 (centres undefined)
    u, 11, 22%, 0%, u, i, u
- Cc1nn(-c2ccc(F)cc2)c(Oc2cccc(F)c2)c1CCC(=O)N1CCSCC1
    35µM*, 2, -3%, -7%, 4%, i, u
- CNC(=O)c1ccc2nc(-c3ccccn3)oc2c1
    -6%[172 µM], -8, 30%[87.6 µM], 3%[87.6 µM], x, i, -20%[138 µM]
- O=C(C1CCCN([S+](=O)([O-])c2cccs2)C1)N1CCCC(c2nc3ncccc3[nH]2)C1 (centres undefined)
    89µM*, -11, 1%, 0%, x, 2%, u
- CN1C(=O)C(CC(=O)N2CCCOCC2)(Cc2ccccc2)c2ccccc21 (centres undefined)
    -25%, 0, 8%, -3%, -4%, 5%, -25%
- CC(C)N1CC(C(=O)NCc2cccc(C(F)(F)F)c2)NC1=O (centres undefined)
    -27%[172 µM], 17, -3%[87.6 µM], 5%[12.5 µM], x, u, -27%[138 µM]
- O=C(CCC1CCN(S(=O)(=O)c2cccc(F)c2)CC1)NCCN1CCOCC1
    -3%, 5, -10%, -19%, 5%, -2%, i
- COc1ccccc1CNC(=O)c1ccc2c(c1)N(Cc1cc(C)ccc1C)C(=O)c1ccccc1S2
    x, -4, -4%, -6%, x, x, x
- CC(C)NC(=O)C1Cn2cccc2C(=O)N1 (centres undefined)
    i, -2, 14%, -16%, 1%, i, -6%
- N#Cc1cccc(C(=O)N2CCC(Cc3nc(-c4cccnc4)n[nH]3)C2)c1 (centres undefined)
    -6%, -1, -15%, -3%, 3%, i, -3%

Quoted from the listing.
GPT2 inhibitor with O=C(CCC1CCN(S(=O)(=O)c2cccc(F)c2)CC1)NCCN1CCOCC1 → -2%
SNCA expr inh with O=C(C1CCCN([S+](=O)([O-])c2cccs2)C1)N1CCCC(c2nc3ncccc3[nH]2)C1 (centres undefined) → 1%

Additional results follow:
Every second line gives: HEK293 tox, IP6K1 inh, SNCA expr inh, SNCA viab count, Luciferase inh, GPT2 inhibitor, NIH3T3 tox
- N#Cc1ccc(CN2CCC(N3CCNC3=O)CC2)cc1
    i, -10, 6%[87.6 µM], 4%[87.6 µM], x, -6%[88.5 µM], i
- COc1ccc(NC(=O)CSc2nc3ccccc3c(=O)n2CCC(=O)NC2CCCCC2)c(OC)c1
    x, 21, -8%, -4%, x, x, x
- O=C(NCc1ccc(Cl)cc1)NC1COc2ccccc2C1 (centres undefined)
    x, -18, 5%, -6%, x, x, x
- CS(=O)(=O)N1C[C@H]2CCN(C(=O)c3ccc(F)cc3Cl)C[C@H]21
    -5%, 6, u, -8%[12.5 µM], 3%, 4%, -3%
- COc1ccc(NC(=O)C(NS(=O)(=O)c2cccc3nsnc23)C(C)C)cc1 (centres undefined)
    x, -10, 32%[activator], 0%, x, x, x
- COCCn1ccc2c(C3=CCOCC3)nc(-c3cccc(N4CCOCC4)c3)cc21
    u, -4, -6%[87.6 µM], 11%[87.6 µM], 1%[172 µM], -2%[88.5 µM], 45µM*
- COc1ccc(C(=O)Nc2ccc(-c3noc([C@@H]4CCCN4Cc4ccncc4)n3)cn2)cc1
    u, -11, 3%, -21%, u, -5%, u
- COC[C@@H]1CN(C(=O)c2sc(C)nc2C)C[C@H]1c1ccccn1
    3%, 2, -20%, -1%, x, 3%, -13%
- COc1ccc(S(=O)(=O)N2CCC3(CC2)CC(N2CCOCC2)CCO3)cc1 (centres undefined)
    -16%, -26*, -25%, -8%, 0%, 1%, -38%
- Cc1nc2nc(CNC(=O)c3cccc(F)c3)nn2c(C)c1CCC(=O)Nc1ccc(F)cc1
    x, -7, 1%, 0%, x, x, x

Additional records follow:
Every second line gives: HEK293 tox, IP6K1 inh, SNCA expr inh, SNCA viab count, Luciferase inh, GPT2 inhibitor, NIH3T3 tox
- Cc1ccc(C)c(CN2CCC3(CC2)[C@H](O)C[C@@H]3OCCN)c1
    u, 6, 3%, -23%, 3%, -15%, u
- O=C(c1ccc(Cl)cc1)N(Cc1ccco1)Cc1ccco1
    x, 9, 13%, 0%, x, x, x
- COc1ccc(-c2cc(-c3cccc(CO)c3)cn3cncc23)cc1
    79µM*, -17, u, u, -1%[172 µM], i, 56µM*
- O=C1CCNc2ccccc2CN1C1CCCC1
    -11%, 5, x, x, x, x, u
- COc1ccc(-c2nc3sc(CCNC(=O)c4ccc(C(C)(C)C)cc4)c(C)n3n2)cc1
    x, 11, 78%[activator], 15%, x, x, x
- COCCN[C@H]1[C@@H]2OC[C@@H](O2)[C@@H](NCc2ccc(OC(F)(F)F)cc2)[C@@H]1O
    -3%[172 µM], 12, 9%[87.6 µM], 21%[87.6 µM], -11%[172 µM], 2%[88.5 µM], -23%[174 µM]
- Cc1noc(C)c1CN1CC(C(=O)NCc2ccncc2)C2(CCOCC2)C1 (centres undefined)
    -18%, 13, -1%, u, -9%, i, -6%
- COc1cc(C)ccc1OCC(=O)c1ccc2c(c1)N(CC(=O)NCc1ccco1)C(=O)CO2
    u, 8, 8%, -6%, -7%, i, -16%
- CCN1CCN(C(c2ccccc2Cl)c2sc3nc(-c4ccco4)nn3c2O)CC1 (centres undefined)
    x, -2, 2%, -15%, x, x, x
- CC(C)Oc1ccc(CNC(=O)Cn2nc(N3CCN(c4ccccc4)CC3)ccc2=O)cc1
    x, -8, 7%, -3%, x, x, x

(next part)
Every second line gives: HEK293 tox, IP6K1 inh, SNCA expr inh, SNCA viab count, Luciferase inh, GPT2 inhibitor, NIH3T3 tox
- COc1cc(C2CC(=O)Oc3c2c(=O)[nH]c2ccccc32)cc(OC)c1OC (centres undefined)
    x, -14, 17%, 5%, x, x, x
- NCc1nc2cccnc2n1Cc1ccccc1Cl
    x, -7, 12%, -6%, x, x, x
- O=C(CC1CCCC1)N1CC(c2nnc(-c3ccncc3)o2)C2(CCOCC2)C1 (centres undefined)
    i, 25, 3%, 0%, 2%, i, u
- CCOC(=O)N1CCC(=O)N(Cc2ccccc2)Cc2cc(OC)ccc21
    u, 10, x, x, x, x, -26%
- CCOc1ccc(NC(=O)CN2CCN(CC(=O)Nc3ccc(OC)cc3)CC2)cc1
    x, 4, -24%, -22%, x, x, x
- COC(=O)C1=CN(CC(=O)NCc2ccccc2)S(=O)(=O)N=C1C
    10%, 13, -3%, 5%, 2%, i, 1%
- COC(=O)c1cnn(-c2ccc(C(=O)Nc3cc(OC)c(OC)c(OC)c3)cc2)c1N
    x, 17, 26%, -6%, x, x, x
- COc1ccc(N2CCN(CCCNC(=O)c3sc4ncccc4c3-n3cccc3)CC2)cc1
    x, 2, 13%, 3%, x, x, x
- CCN(Cc1ccccc1)C(=O)c1c(C)oc2ccn(Cc3ccccc3F)c(=O)c12
    u, 3, 0%, -9%, -3%, i, u
- C=C(C)C1CC[C@]2(C(=O)O)CC[C@]3(C(=O)O)[C@H](CCC4[C@@]5(C)CC[C@H](O)C(C)(C)C5CC[C@]43C)C12 (some centres undefined)
    x, -6, x, 8%[23.9 µM], x, i, x

Remaining list, next part
Every second line gives: HEK293 tox, IP6K1 inh, SNCA expr inh, SNCA viab count, Luciferase inh, GPT2 inhibitor, NIH3T3 tox
- CCC(c1cccs1)N1C(=O)[C@H]2CN(S(=O)(=O)c3cc(F)cc(F)c3)C[C@H]2C1=O (some centres undefined)
    u, -12, -8%, -5%, 13%, i, -10%
- CCc1ccc(CNc2ccc3c(c2)ncn3C(C)(C)C)cc1
    x, 10, 128%[activator], 2%, x, x, x
- O=S(=O)(NCc1nc2cccnc2n1Cc1ccc(F)cc1)c1ccc(Cl)s1
    x, -1, 14%, 1%, x, x, x
- O=C(Nc1cnc(-c2cccc(Cl)c2)nc1)c1ccc(F)cc1Cl
    u, -5, 138%[activator], 1%, 11µM*, 2%, u
- CN(C)c1ccc(NC(=O)Cn2c(SCc3ccc(F)cc3)nc3ccncc32)cc1
    x, -17, -11%, -5%, x, x, x
- O=C(Cn1c(-c2cccs2)cc2cc(F)ccc21)N1CCN(c2ccccc2)CC1
    x, -2, 9%, -5%, x, x, x
- Cc1ccc(NC(=O)N2CCCN(S(=O)(=O)c3ccccc3)CCC(=O)NCC2)cc1C
    -19%, 3, -15%, -9%, -9%, i, -13%
- Cc1ccccc1C(=O)NC1CCN(c2nc3ncccc3o2)CC1
    -19%[172 µM], -16, 3%[87.6 µM], -14%[87.6 µM], 3%[172 µM], -4%[88.5 µM], -18%[138 µM]
- N#Cc1cccc(NC(=O)O[C@@H]2CO[C@H]3[C@@H]2OC[C@@H]3Nc2nccc(-c3cccc(F)c3)n2)c1
    10µM*, 2, u, u, 9%, u, 22µM*
- O=C(NCCc1ccccc1F)c1ccc2oc(-c3cccnc3)nc2c1
    -20%, 0, 0%, 4%, x, i, u
- COc1ccc(CN(C)C(=O)c2ccc3oc(C)cc3c2)c2cccnc12
    u, 12, 5%, u, -3%, -6%, u
- Cc1ccc(NC(=O)C2CC(=O)N(c3n[nH]c4cccc(F)c34)C2)cc1 (centres undefined)
    i, -8, 2%, 6%, 3%, i, -7%
